# KB-3-1 tox – qHTS assay for MDR1-selective chemotherapeutics: Primary screen using the parental adenocarcinoma cell KB-3-1 | Potency, µM (series often up to 46.1 µM), inactives show top-dose activity change, negative = cytotoxic, hits mostly cytotoxic | KB-3-1 viability, CellTiter-Glo ATP luminescence, 72 h | actives 1.4% (n = 400,000) | AID 1347075, 2019; note: potency is the fitted concentration of half-maximal effect; % is set by controls: 0 for no effect and ±100 for the full control effect; nearly all actives have a fitted effect of over 60% in size
#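 Multi-concentration cytotoxicity screen in KB-3-1 cells grown in DMEM lacking phenol red with 10% FBS. After 72 h at 37 °C with compound, ATP-dependent luminescence was recorded.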
# KB-V1 MDR tox – qHTS assay for MDR1-selective chemotherapeutics: Primary screen using the drug-selected MDR subline cells KB-V1 | KB-V1 MDR cells viability, CellTiter-Glo, 72 h | Potency, µM (doses to about 46.1 µM), inactives show at the highest dose activity change, negative = cytotoxicity, actives largely listed as cytotoxic | actives 3.4% (n = 400,000); note: potency is the fitted concentration of half-maximal effect; % is set by controls: 0 for no effect and ±100 for the full control effect; nearly all actives have a fitted effect of over 60% in size
#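 Potencies derive from concentration-effect curves fitted to normalized luminescence (CellTiter-Glo) of KB-V1 cells treated for 72 h at 37 degrees C in phenol-red-free DMEM containing 10% FBS.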
# HT1080NT lethal – qHTS for induction of synthetic lethality in tumor cells producing 2HG: qHTS for the HT-1080-NT fibrosarcoma cell line; HT-1080-NT fibrosarcoma viability, CellTiter-Glo ATP luminescence, 48 h; Potency, µM (highest dose often 46.1 µM), inactives show at the top dose activity, negative = less viability, most hits filed as cytotoxic; actives 1.6% (n = 360,000);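 note: NT is the 2HG producing partner of a matched IDH1 knockdown line; potency is the fitted concentration of half-maximal effect; 0% = DMSO-treated cells and -100% = media-only wells without cells; nearly all actives have a fitted effect of over 55% in size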
#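 Viability of the 2HG-overproducing fibrosarcoma line after 48 hours of compound exposure at 37 degrees C was determined by luminescence with CellTiter-Glo, and concentration-effect curves were then fitted and categorized.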
# ATXN2 expr inh – Primary qHTS for Inhibitors of ATXN expression; HEK-293 ATXN2-luciferase reporter, luminescence, 24 h; Potency, µM (highest dose often 57 µM), for the others: at the highest dose activity change, negative = inhibition, most hits filed as inhibitors; actives 0.72% (n = 360,000); AID 1745845, 2022; note: potency is the fitted concentration of half-maximal effect; % is set by controls: 0 for no effect and ±100 for the full control effect; nearly all actives have a fitted effect of over 55% in size
#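 qHTS (up to 57 uM final) was run with 24 h compound exposure of reporter cells at 37 °C. Each well was multiplexed: SteadyGlo luminescence measured ATXN2-luciferase expression after a fluorogenic Gly-Phe-AFC viability readout (25 uM final).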
# SW480 rerep – A quantitative high throughput screen for small molecules that induce DNA re-replication in SW480 colon adenocarcinoma cells. Potency, µM (top dose mostly 46.1 µM), for the others: at the top dose re-replication activation, most hits filed as activators. actives 1.8% (n = 340,000). AID 624297, 2012. SW480 DNA re-replication, Hoechst DNA content imaging, 48 h; note: potency is the fitted concentration of half-maximal effect; % of control where 0% means no effect; nearly all actives have a fitted effect of over 55% in size
#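 DNA re-replication was detected as more nuclei of elevated Hoechst intensity after 48 hr exposure to compound (23 nL pinned per well of 250 cells).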
# ATXN viability – Viability Counterscreen for Primary qHTS for Inhibitors of ATXN expression | S2 cells (HEK-293 line with an ATXN2-luciferase reporter) viability, CellTiter-Fluor protease fluorescence, 24 h | Potency, µM (series often up to 56.7 µM), hits mostly cytotoxic | actives 0.49% (n = 400,000) | AID 651635, 2014; note: potency is the fitted concentration of half-maximal effect; nearly all actives have a fitted effect of over 40% in size
# IL-1B inflam inh – qHTS for Inhibitors of Inflammasome Signaling: IL-1-beta AlphaLISA Primary Screen; THP-1 LPS/ATP IL-1B secretion, AlphaLISA, 16 h; stronger effect = lower value; activity change, % at 57.5 µM; actives 4.7% (n = 360,000); AID 743279, 2014; in the data active = activity change below about -50%; inconclusive = mostly about -30% to -49%; note: % is set by controls: 0 for no effect and ±100 for the full control effect
#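 THP-1 cells pretreated 1 hr with compounds (up to 57.5 uM final), then stimulated with LPS (250 ng/mL final) plus ATP (1.25 mM final); secreted IL-1B measured by AlphaLISA after 16 hr, decreased signal indicating inhibition.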
# MCF10A rerep – A quantitative high throughput screen for small molecules that induce DNA re-replication in MCF 10a normal breast cells; AID 624296, 2012; actives 2.9% (n = 350,000); MCF 10A DNA re-replication, Hoechst nuclear intensity, 48 h; Potency, µM (series often up to 46.1 µM), for inactives: at the top dose activity, positive = re-replication, actives largely listed as activators; note: potency is the fitted concentration of half-maximal effect; % of control where 0% means no effect; nearly all actives have a fitted effect of over 50% in size
# HT1080 IDH1KD tx – qHTS for induction of synthetic lethality in tumor cells producing 2HG: qHTS for the HT-1080-IDH1KD cell line; Potency, µM (doses to about 46.1 µM), for inactives: top-dose activity, negative = toxicity, most hits filed as cytotoxic; actives 2% (n = 360,000); HT-1080 IDH1 knockdown viability, ATP luminescence, 48 h;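 note: potency is the fitted concentration of half-maximal effect; 0% = DMSO wells and -100% = cell-free medium wells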
#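 Cytotoxicity counter-line: IDH1KD HT-1080, 48 h, CellTiter-Glo. Curves classed by r2, magnitude and activity.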
# * = called active by the depositor; i = inactive; ? = inconclusive; . = not tested or not shown; & = joins results of further samples; [ ] = dose if it differs, or a comment. Unless noted, calls come from the whole dose curve; as a rule, active = well fitted curve in the direction sought with a large enough effect; inconclusive = small, poorly fitted or top-dose-only effect, or another doubt; inactive = no such curve, though single readings can be large; an effect the other way counts as inactive or inconclusive.
compound,KB-3-1 tox,KB-V1 MDR tox,HT1080NT lethal,ATXN2 expr inh,SW480 rerep,ATXN viability,IL-1B inflam inh,MCF10A rerep,HT1080 IDH1KD tx
COc1ccc(CNS(=O)(=O)c2c(C)[nH]c(C)c2C(=O)N2CCCC2)cc1,6%,0%,?,-9%,-10%,i,-8,1%,20%
CC1(C)N=C(/C=N/O)CN1O,5%,-1%,8%,0%,-3%,i,26,9%,3%
CCOCCCNC(=O)C1CCCCN1S(=O)(=O)c1ccc(F)cc1 (stereo unspecified),-7%,?,3%,-4%,-1%,i,-10,12%,8%
CCc1cccc(C)c1NC(=O)Cn1ncc2c3ccccc3n(Cc3ccccc3)c2c1=O,10%,-3%,.,0%,.,i,.,.,.
Cc1c(Cl)ccc2sc(NC(=O)CN3C(=O)c4ccccc4C3=O)nc12,11%,25%,-9%,6%,-1%,i,-3,1%,15%
Cc1ccc(-n2ncc(C(=O)NCC3CCN(C4CCCC4)C3)c2C2CCN(C(=O)OC(C)(C)C)CC2)cc1C (stereo unspecified),10%,?,?,-4%,-14%,i,?,3%,?
O=C(NCc1ccc(F)cc1)c1ccc2c(=O)n3c(nc2c1)CCCCC3,-6%,-13%,-5%,-14%,-10%,i,-6,0%,-2%
O=[N+]([O-])c1cc(-c2nnc(-c3ccccc3)o2)ccc1Oc1ccc(Cl)cc1,-4%,6%,4%,28%,-4%,i,8,12%,-1%
Cn1ncc2c1ncn1nc(COc3ccc4ccccc4c3)nc21,1%,28%,11%,3%,-9%,i,23,-3%,4%
Cn1c(OCc2ccco2)nc2c1c(=O)n(Cc1ccc(Cl)c(Cl)c1)c(=O)n2C,-13%,-9%,-7%,3%,0%,i,-6,1%,-13%
O=Cc1sc(=O)n(Cc2cccc(C(=O)O)c2)c1Cl,-3%,0%,8%,15%,4%,i,-9,29µM*,16%
Cn1c2c(c(=O)n(C)c1=O)C(NC(=O)C(C)(C)C)(C(F)(F)F)C(=O)N2 (stereo unspecified),-1%,12%,17%,9%,-19%,i,-9,-4%,7%
CCc1ccc(NC(=O)/C(C#N)=C/c2ccncc2)cc1,-4%,-10%,-5%,10%,1%,i,-14,-9%,-6%
Cc1cc2nc(-c3ccc[nH]c3=O)n(Cc3ccccc3F)c2cc1C,1%,21%,24%,4%,0%,i,0,-17%,11%
O=C1NC(NS(=O)(=O)c2ccccc2)(C(F)(F)F)C(=O)N1c1ccc(F)cc1 (stereo unspecified),11%&11%,5%&-3%,12%,-3%&3%,-5%,i,-12,-3%,15%
Cc1ccc(N=Nc2ccc(O)c3ncccc23)cc1,?,-14%,?,13µM*,1.2µM*,?,2,?,1.6µM*
COc1ccc(NC(=O)C(c2ccc(C)cc2)N(C)C(=O)CC2NC(=O)NC2=O)cc1 (stereo unspecified),21%,5%,7%,-9%,-1%,i,26,5%,6%
CC1CCN(S(=O)(=O)c2nnc(NC(=O)COc3ccccc3F)s2)CC1,9%,16%,11%,-10%,-3%,i,13,2%,1%
Cc1ccc(Cl)cc1NC(=O)/C(C#N)=C/c1c(C)n(Cc2ccccc2)c2ccccc12,-1%,0%,.,2%,.,i,.,.,.
Cc1ccc(NC(=O)C(OC(=O)c2cnc(C)cn2)c2ccccc2)c([N+](=O)[O-])c1 (stereo unspecified),11%,-30%,-1%,7%,5%,i,i,6%,-5%
Cc1c(NC(=O)CCC(=O)N2CCOCC2)c(=O)n(-c2ccccc2)n1C,9%,27%,17%,0%,-4%,i,9,0%,9%
CCN(CC)S(=O)(=O)c1cccc(C(=O)Nc2cc(C)on2)c1,9%,8%,12%,1%,-16%,i,14,2%,8%
COc1ccc(Cl)cc1S(=O)(=O)N1CCN(c2ccc(F)cc2)CC1,3%,0%,-13%,-10%,1%,i,-2,14%,-9%
O=C(/C=C/c1ccccn1)c1cc(Br)ccc1O,1%,10%,-4%,8%,22%,i,?,?,11%
CC1CCCC(C)N1S(=O)(=O)c1ccc(NC(=O)CNC2CCCC2)cc1 (stereo unspecified),-2%,1%,-24%,-6%,14%,i,-8,2%,?
C=CCn1c(=O)n(C)c2c(=O)n(C)c(=O)n(C)c21,-2%,-9%,-3%,4%,-9%,i,-3,-43%,11%
CCCCC(c1nnnn1CCOC)N1CCN(Cc2ccccc2)CC1 (stereo unspecified),20%,-8%,8%,4%,4%,i,4,-19%,10%
Nc1c(-c2ccc3c(c2)OCCO3)oc2ccccc2c1=O,?,?,-16%,50%[activator],21µM*,.,-19,18µM*,0%
Cc1cc(NC(=O)CSc2nnc(C)c(=O)n2N)no1,5%,26%,-22%,-16%[2.22 µM],-5%,i,1,13%,-7%
NS(=O)(=O)c1ccc(CCNC(=S)NC(=O)c2ccccc2Br)cc1,5%,10%,-8%,-20%,-3%,i,32,4%,-3%
CCN(CC)c1ccc(NC(=O)c2ccccc2F)cc1S(=O)(=O)Nc1ccccc1OC,-27%,9.2µM*,3%,6%,-79%[inhibitor],i,-5,2%,-8%
CCCN1CCN(C(=O)C(NC(=O)c2ccco2)C(C)C)CC1 (stereo unspecified),4%,-21%,-2%,3%,2%,i,-9,-4%,-5%
CCOCC(=O)NCc1ccc2c(c1)OCO2,-1%,-15%,7%,6%,9%,i,6,1%,1%[9.24 µM]
Cc1cc(C)c(S(=O)(=O)N2CCc3ccccc32)c(C)c1,?,0%,-15%,.,?,i,8,1%,-8%
Cc1cccc(-n2c(C)cc(/C=C3\C(=N)N4N=C(CC(C)C)SC4=NC3=O)c2C)c1,18%,-16%,17%,2%,-3%,i,13,1%,18%
O=C(CSc1ccccc1)NCc1ccccn1,9%,12%,6%,3%,2%,i,-23,-6%,3%
Cc1occc1C(=O)Nc1cccc([N+](=O)[O-])c1C,20%,18%,11%,1%,-28%,i,?,0%,1%
O=C(NC1CCCCC1)N1CCCCCC1,9%,-18%,5%,2%,-7%,i,6,-3%,-7%
CCc1ccc(-n2c(SCC(=O)Nc3cccc(S(=O)(=O)NC4=NCCCCC4)c3)nc3ccccc3c2=O)cc1,13%,-14%,-6%,4%,4%,i,37,10%,-1%
CCOC(=O)c1ccccc1Nc1nc2ccc(C)cc2n2nnnc12,3%,8%,.,20%,.,i,.,.,.
O=C(O)CCN1C(=O)/C(=C\c2cccc(OCC(=O)Nc3ccc(Cl)cc3)c2)SC1=S,2%,3%,?,9%,?,i,28,12%,?
C/C(=N/NC(=O)CSc1nc2ccccc2s1)c1ccncc1,0%,-4%,-14%,3%,-1%,i,24,29%,-4%
CCc1ccc(-c2csc(-c3c[nH]c4ccccc34)n2)cc1,?,?,?,38%[activator],12%,i,-13,?,?
CCN1CCN(c2nc3ccccc3nc2C(C#N)C(=O)OC2CCCCC2)CC1 (stereo unspecified),-1%,?,-5%,-19%,?,?,-23,?,-7%
O=C1c2ccccc2C(=O)N1c1ccc(Cc2ccncc2)cc1,1%,-4%,11%,-9%,-4%,i,-8,1%,1%
O=c1[nH]c2ccccc2nc1-c1nnnn1C1CCCC1,19%,-11%,-1%,-24%,.,i,9,.,8%
CC(=C\c1ccccc1)/C=C1/SC(=S)N(CCCC(=O)O)C1=O,6%,15%,-11%,?,-1%,i,38,?,-19%
CC(=O)Nc1ncc(Cc2cccc(Cl)c2)s1,?,10%,-15%,-14%,?,i,77,13%,?

# As a short view, some entries already given.
compound,KB-3-1 tox,KB-V1 MDR tox,HT1080NT lethal,ATXN2 expr inh,SW480 rerep,ATXN viability,IL-1B inflam inh,MCF10A rerep,HT1080 IDH1KD tx
Cc1occc1C(=O)Nc1cccc([N+](=O)[O-])c1C,20%,18%,11%,1%,-28%,i,?,0%,1%
O=C(NC1CCCCC1)N1CCCCCC1,9%,-18%,5%,2%,-7%,i,6,-3%,-7%
CCc1ccc(-n2c(SCC(=O)Nc3cccc(S(=O)(=O)NC4=NCCCCC4)c3)nc3ccccc3c2=O)cc1,13%,-14%,-6%,4%,4%,i,37,10%,-1%

# (listing goes on)
compound,KB-3-1 tox,KB-V1 MDR tox,HT1080NT lethal,ATXN2 expr inh,SW480 rerep,ATXN viability,IL-1B inflam inh,MCF10A rerep,HT1080 IDH1KD tx
Cc1ccc(NC(=O)c2ccc(N(Cc3ccccc3)S(C)(=O)=O)cc2)cc1,?,-20%,.,?,.,?,.,.,.
Cn1cnc([N+](=O)[O-])c1Sc1nc(N)nc2c1ncn2Cc1ccccc1,?,24%,0%,4%,-8%,?,-101*,?,-27%
CC(O)c1nc2cc([N+](=O)[O-])ccc2n1Cc1ccccc1 (stereo unspecified),-8%,-18%,-3%,.,-15%,i,19,0%,-6%
Cc1cc(C(=O)Nc2c(C)n(C)n(-c3ccccc3)c2=O)c(C)o1,-6%,1%,11%,7%,2%,i,2,21%,4%
O=C1/C(=C/c2cccnc2)Oc2cc(OS(=O)(=O)c3ccccc3)ccc21,1%,-30%,-16%,24%,16%,i,-6,-3%,?
CCc1ccc(NC(=O)CN2C(=O)c3ccccc3Sc3ccc(C(=O)N4CCCC4)cc32)cc1,0%,7%,.,-4%,.,i,.,.,.
O=C(N/N=C/c1ccccn1)c1ccc(N/N=C/c2ccccn2)cc1,-18%,0%,4%,12%,-5%,i,10,5%,14%
CC(C)(C)c1ccc(OCC(=O)N2CCCCCC2)c(Br)c1,9%,3%,11%,12%,4%,i,0,11%,4%
